Assay outcomes from PubChem BioAssay.
Mtb BioA inh = BioA (M. tuberculosis) enzyme inhibition; purified M. tuberculosis BioA enzyme, plate reader; inhibition, % at 9.99 µM; 360,000 tested, 0.096% active; AID 602481; in the data active = inhibition above about 40%
Active calls of the source: *. The list is partial; the hit share may differ from the screen's.

nr	compound	Mtb BioA inh
1	C[C@@H]1CN([C@H](C)CO)C(=O)c2cc(NS(=O)(=O)c3ccccc3)ccc2O[C@H]1CN(C)C	-2.4
2	C[C@@H]1CN([C@H](C)CO)C(=O)c2cccc(NC(=O)C3CCOCC3)c2O[C@@H]1CN(C)Cc1ccc(C(=O)O)cc1	-1.0
3	Cc1ccc(S(=O)(=O)N(C)C[C@@H]2Oc3ccc(NC(=O)NC(C)C)cc3CC(=O)N([C@H](C)CO)C[C@H]2C)cc1	-1.0
4	Cc1ccc(S(=O)(=O)N[C@@H]2CC[C@@H](CC(=O)NCCCN(C)C)O[C@@H]2CO)cc1	-0.8
5	Cc1ccc(S(=O)(=O)Nc2ccc3c(c2)C(=O)N([C@H](C)CO)C[C@H](C)[C@H](CN(C)S(=O)(=O)c2cn(C)cn2)O3)cc1	-1.8
6	Cc1ccc(S(=O)(=O)N(C)C[C@H]2OCCCC[C@H](C)Oc3ccc(NC(=O)Nc4ccccc4)cc3C(=O)N([C@H](C)CO)C[C@@H]2C)cc1	-1.7
7	CC(C)NC(=O)N(C)C[C@H]1Oc2ncc(-c3ccccc3F)cc2C(=O)N([C@@H](C)CO)C[C@@H]1C	1.4
8	O=C(Cc1ccncc1)N[C@H]1CC[C@H](CCn2cc(-c3ccccc3F)nn2)O[C@H]1CO	0.7
9	CCCNC(=O)N(C)C[C@H]1Oc2ncc(C#CC(C)C)cc2C(=O)N([C@@H](C)CO)C[C@@H]1C	-0.2
10	O=C(Nc1ccccc1)N[C@H]1CC[C@H](CCn2cc(C3(O)CCCC3)nn2)O[C@@H]1CO	5.5
11	C[C@H](CO)N1C[C@H](C)[C@@H](CN(C)CC2CCCCC2)Oc2c(NC(=O)Nc3cccc4ccccc34)cccc2C1=O	0.6
12	C[C@@H]1CN([C@@H](C)CO)C(=O)c2cccc(NC(=O)Nc3ccc(F)cc3)c2O[C@H]1CN(C)C(=O)Nc1ccc(C(F)(F)F)cc1	0.1
13	C[C@@H]1CN([C@@H](C)CO)C(=O)Cc2cc(NS(=O)(=O)c3ccc(F)cc3)ccc2O[C@@H]1CN(C)S(=O)(=O)c1ccc(Cl)cc1	-9.6
14	CCS(=O)(=O)Nc1ccc2c(c1)C(=O)N(C)C[C@@H](OC)[C@@H](C)CN[C@H](C)CO2	-2.1
15	O=C(C[C@@H]1CC[C@H](NC(=O)C2CCC2)[C@H](CO)O1)NCCCN1CCOCC1	1.8
16	COc1ccc(C#Cc2ccc([C@@H]3[C@H](CO)N4CCCCN(C(=O)Cc5cccnc5)C[C@@H]34)cc2)cc1	-3.3
17	C[C@H]1CN([C@@H](C)CO)C(=O)c2cccc(NS(=O)(=O)c3ccc(F)cc3)c2O[C@H]1CN(C)S(=O)(=O)c1cccs1	0.7
18	Cc1noc(C)c1S(=O)(=O)Nc1ccc2c(c1)CC(=O)N([C@@H](C)CO)C[C@H](C)[C@@H](CN(C)C(=O)Nc1ccc(C(F)(F)F)cc1)O2	-1.0
19	CCNC(=O)C[C@H]1CC[C@@H]2[C@H](COC[C@H](O)CN2C(=O)CC)O1	0.2
20	Cc1ccc(S(=O)(=O)Nc2cccc3c2O[C@H](CN(C)C(=O)Nc2ccc(C(F)(F)F)cc2)[C@@H](C)CN([C@@H](C)CO)C3=O)cc1	6.0
21	CO[C@H]1CN(C)C(=O)c2cc(NC(C)=O)ccc2OC[C@@H](C)NC[C@@H]1C	-0.8
22	O=C(Nc1ccc2c(c1)[C@H]1C[C@@H](CC(=O)N3CCCCC3)O[C@H](CO)[C@H]1O2)C1CCOCC1	-2.8
23	O=C(C[C@@H]1CC[C@@H](NC(=O)c2ccncc2)[C@H](CO)O1)NCC1CCCCC1	-1.5
24	CC(C)NC(=O)N(C)C[C@@H]1OCCCC[C@H](C)Oc2ccc(NC(=O)Cc3ccccc3)cc2C(=O)N([C@H](C)CO)C[C@H]1C	1.3
25	C[C@H]1CN([C@@H](C)CO)C(=O)c2cccc(NC(=O)Nc3ccc(C(F)(F)F)cc3)c2O[C@H]1CN(C)S(=O)(=O)c1ccc(F)cc1	-0.1

Numbers 1–6 from above:
nr	compound	Mtb BioA inh
1	C[C@@H]1CN([C@H](C)CO)C(=O)c2cc(NS(=O)(=O)c3ccccc3)ccc2O[C@H]1CN(C)C	-2.4
2	C[C@@H]1CN([C@H](C)CO)C(=O)c2cccc(NC(=O)C3CCOCC3)c2O[C@@H]1CN(C)Cc1ccc(C(=O)O)cc1	-1.0
3	Cc1ccc(S(=O)(=O)N(C)C[C@@H]2Oc3ccc(NC(=O)NC(C)C)cc3CC(=O)N([C@H](C)CO)C[C@H]2C)cc1	-1.0
4	Cc1ccc(S(=O)(=O)N[C@@H]2CC[C@@H](CC(=O)NCCCN(C)C)O[C@@H]2CO)cc1	-0.8
5	Cc1ccc(S(=O)(=O)Nc2ccc3c(c2)C(=O)N([C@H](C)CO)C[C@H](C)[C@H](CN(C)S(=O)(=O)c2cn(C)cn2)O3)cc1	-1.8
6	Cc1ccc(S(=O)(=O)N(C)C[C@H]2OCCCC[C@H](C)Oc3ccc(NC(=O)Nc4ccccc4)cc3C(=O)N([C@H](C)CO)C[C@@H]2C)cc1	-1.7

Retrieved by compound from the entries so far, 2 records:
nr	compound	Mtb BioA inh
24	CC(C)NC(=O)N(C)C[C@@H]1OCCCC[C@H](C)Oc2ccc(NC(=O)Cc3ccccc3)cc2C(=O)N([C@H](C)CO)C[C@H]1C	1.3
21	CO[C@H]1CN(C)C(=O)c2cc(NC(C)=O)ccc2OC[C@@H](C)NC[C@@H]1C	-0.8

Carrying on.
nr	compound	Mtb BioA inh
26	Cc1cc(C(=O)Nc2cccc3c2O[C@@H](CN(C)C(=O)Nc2cccc4ccccc24)[C@H](C)CN([C@H](C)CO)C3=O)n(C)n1	1.2
27	C/C=C/c1cnc2c(c1)C(=O)N([C@H](C)CO)C[C@H](C)[C@@H](CN(C)C(=O)Nc1ccccc1F)O2	4.3
28	CN(C)C(=O)[C@@H]1[C@@H](CO)[C@@H]2Cn3c(ccc(C4=CCCC4)c3=O)[C@H]1N2S(=O)(=O)c1cn(C)cn1	-2.9
29	COc1ccc(C#Cc2ccc3c(c2)[C@]2(C(=O)N3)[C@H](c3ccc(O)cc3)N3[C@H](c4ccccc4)[C@H](c4ccccc4)OC(=O)[C@H]3[C@@H]2C(=O)N2CCc3cc(OC)c(OC)cc3C2)cc1	-2.2
30	CN(C)CC(=O)Nc1ccc2c(c1)[C@@H]1C[C@H](CC(=O)NCc3ccncc3)O[C@H](CO)[C@@H]1O2	-1.2
31	C[C@H](CO)N1C[C@H](C)[C@H](CN(C)C(=O)Nc2ccccc2)Oc2c(NC(=O)C3CCOCC3)cccc2C1=O	-0.6
32	C[C@@H]1CN([C@H](C)CO)C(=O)c2cc(C3=CCCC3)cnc2O[C@H]1CN(C)C(=O)C1CCCCC1	13
33	COc1ccc(NC(=O)N(C)C[C@H]2Oc3c(NS(=O)(=O)c4cn(C)cn4)cccc3C(=O)N([C@@H](C)CO)C[C@@H]2C)cc1	-0.7
34	CC(=O)N(C)C[C@H]1Oc2ncc(-c3cccc(F)c3)cc2C(=O)N([C@H](C)CO)C[C@H]1C	-0.8
35	COCC#Cc1ccc([C@H]2[C@H](CO)N3CCCCN(S(=O)(=O)c4ccc(OC)cc4)C[C@@H]23)cc1	-0.6
36	COc1cccc(S(=O)(=O)N[C@H]2CC[C@H](CCn3cc(-c4ccccc4)nn3)O[C@H]2CO)c1	4.2
37	CCC(=O)N1C[C@H](C)[C@@H](OC)CN(C)C(=O)c2cc(NC(=O)Nc3cccc(F)c3)ccc2OC[C@@H]1C	-0.3
38	CCC(=O)N(C)C[C@@H]1Oc2cc(-c3cccnc3)ccc2S(=O)(=O)N([C@@H](C)CO)C[C@@H]1C	1.4
39	CNC[C@H]1Oc2ccc(NC(=O)Nc3c(C)noc3C)cc2CC(=O)N([C@@H](C)CO)C[C@H]1C	-0.7
40	C[C@@H]1CCCCO[C@H](CN(C)C(=O)c2ccncc2)[C@@H](C)CN([C@H](C)CO)C(=O)c2cc(NS(=O)(=O)c3cccs3)ccc2O1	-0.8
41	C[C@@H]1CN([C@@H](C)CO)S(=O)(=O)c2ccc(C#Cc3ccc(F)cc3)cc2O[C@@H]1CN(C)S(=O)(=O)c1cn(C)cn1	8.3
42	O=C(O)[C@H]1[C@H](CO)[C@H]2Cn3c(ccc(C4=CCCCC4)c3=O)[C@H]2N1Cc1ccccc1F	0.4
43	C[C@@H]1CN([C@H](C)CO)C(=O)c2cc(NC(=O)C3CC3)ccc2O[C@H]1CN(C)Cc1ccc(C(F)(F)F)cc1	0.2
44	COc1ccc(S(=O)(=O)N(C)C[C@@H]2Oc3c(NS(=O)(=O)c4cn(C)cn4)cccc3C(=O)N([C@@H](C)CO)C[C@H]2C)cc1	4.0
45	Cc1noc(C)c1NC(=O)N(C)C[C@H]1OCCCC[C@@H](C)Oc2ccc(NS(=O)(=O)c3ccc(F)cc3)cc2C(=O)N([C@H](C)CO)C[C@@H]1C	1.2
46	C[C@@H]1CCCCO[C@@H](CN(C)Cc2ccc3c(c2)OCO3)[C@H](C)CN([C@@H](C)CO)C(=O)c2cc(NC(=O)Nc3ccc(F)cc3)ccc2O1	0.7
47	COCC(=O)N(C)C[C@@H]1Oc2cc(-c3ccc(F)cc3)ccc2S(=O)(=O)N([C@@H](C)CO)C[C@@H]1C	3.2
48	CC(C)NC(=O)N(C)C[C@H]1Oc2ccc(NC(=O)Nc3ccc(C(F)(F)F)cc3)cc2CC(=O)N([C@@H](C)CO)C[C@H]1C	0.5
49	CC(C)CC#Cc1cnc2c(c1)C(=O)N([C@@H](C)CO)C[C@H](C)[C@@H](CN(C)C(=O)C1CCOCC1)O2	2.2
50	COCC#Cc1ccc2c(c1)O[C@H](CN(C)S(=O)(=O)c1ccc(F)cc1)[C@@H](C)CN([C@H](C)CO)S2(=O)=O	0.9

Entries by screen from above:
Compounds 26 to 35 in Mtb BioA inh, in turn: 1.2, 4.3, -2.9, -2.2, -1.2, -0.6, 13, -0.7, -0.8, -0.6

The list goes on.
nr	compound	Mtb BioA inh
51	Cc1cccc(S(=O)(=O)N2CC[C@@H]3[C@H]2c2cc(C#Cc4ccccc4F)ccc2N[C@@H]3CO)c1	-4.4
52	Cc1noc(C)c1NC(=O)N(C)C[C@@H]1Oc2ncc(C#CC3CCCCC3)cc2C(=O)N([C@H](C)CO)C[C@H]1C	2.4
53	Cc1noc(C)c1NC(=O)Nc1ccc2c(c1)C(=O)N([C@H](C)CO)C[C@@H](C)[C@H](CN(C)C(=O)Nc1c(C)noc1C)OCCCC[C@@H](C)O2	-1.2
54	C[C@H](CO)N1C[C@H](C)[C@@H](CN(C)C(=O)NC2CCCC2)OCc2cn(nn2)CCCC1=O	2.2
55	CO[C@H]1CN(C)C(=O)c2cc(NS(=O)(=O)c3c(C)noc3C)ccc2OC[C@H](C)NC[C@H]1C	-0.4
56	CO[C@H]1CN(C)C(=O)c2ccc(NS(C)(=O)=O)cc2OC[C@@H](C)N(C(=O)CN(C)C)C[C@@H]1C	-1.0
57	O=C(C[C@@H]1CC[C@H]2[C@@H](COC[C@@H](O)CN2S(=O)(=O)c2ccc(F)cc2)O1)NCCN1CCCCC1	-1.8
58	C[C@H](O)C#Cc1cnc2c(c1)C(=O)N([C@H](C)CO)C[C@H](C)[C@@H](CN(C)C(=O)c1ccncc1)O2	-0.4
59	CCCN(C)C[C@@H]1OCCCC[C@@H](C)Oc2ccc(NC(=O)NC(C)C)cc2C(=O)N([C@@H](C)CO)C[C@@H]1C	-0.1
60	CO[C@H]1CN(C)C(=O)c2cc(NC(=O)c3nc4ccccc4s3)ccc2OC[C@H](C)N(Cc2cncnc2)C[C@@H]1C	-1.1
61	C[C@@H]1CCCCO[C@@H](CN(C)Cc2ccc(C(=O)O)cc2)[C@H](C)CN([C@H](C)CO)C(=O)c2cc(NS(=O)(=O)c3ccccc3)ccc2O1	1.7
62	CC(=O)Nc1ccc2c(c1)C(=O)N(C)[C@H]1CC[C@H](CC(=O)NCc3ccc(Cl)cc3)O[C@@H]1CO2	-0.4
63	CN(C)CC(=O)Nc1ccc2c(c1)[C@@H]1C[C@@H](CC(=O)NCc3ccccc3F)O[C@@H](CO)[C@@H]1O2	-2.3
64	O=C(Nc1ccccc1)N1CCCCN2[C@H](C1)[C@@H](c1ccc(Br)cc1)[C@@H]2CO	-0.3
65	C[C@H](NC(=O)C[C@H]1C[C@H]2c3cc(NC(=O)NC4CCCC4)ccc3O[C@H]2[C@H](CO)O1)c1ccccc1	-2.0
66	CCNC(=O)[C@H]1[C@H](CO)[C@H]2Cn3c(cccc3=O)[C@H]2N1C(=O)C1CCCC1	-0.3
67	CN(C)CC#Cc1ccc([C@H]2[C@@H](CO)N3CCCCN(C(=O)C4CC4)C[C@H]23)cc1	-0.2
68	Cc1noc(C)c1S(=O)(=O)Nc1ccc2c(c1)C(=O)N([C@@H](C)CO)C[C@@H](C)[C@H](CN(C)CC1CCCCC1)O2	3.3
69	C[C@H]1CN([C@@H](C)CO)C(=O)c2cc(C#CC3(O)CCCC3)cnc2O[C@H]1CN(C)S(=O)(=O)c1ccc(F)cc1	-1.0
70	C[C@@H]1CN([C@H](C)CO)C(=O)Cc2cc(NC(=O)Cc3ccccc3)ccc2O[C@H]1CN(C)S(C)(=O)=O	-1.9
71	Cc1ccc(S(=O)(=O)N[C@@H]2CC[C@@H](CCNC(=O)c3ccc4c(c3)OCO4)O[C@H]2CO)cc1	3.8
72	COCC#Cc1ccc2c(c1)O[C@H](CN(C)Cc1ccc(F)cc1)[C@@H](C)CN([C@H](C)CO)S2(=O)=O	5.2
73	C[C@H](CO)N1C[C@H](C)[C@H](CN(C)C(=O)Nc2ccc3c(c2)OCO3)OCc2ccccc2-c2c(n(C)c3ccccc23)C1=O	-1.0
74	CC(C)NC(=O)Nc1ccc2c(c1)C(=O)N([C@H](C)CO)C[C@H](C)[C@@H](CN(C)C(=O)c1ccccc1)OCCCC[C@@H](C)O2	-1.5
75	CNC(=O)C[C@H]1CC[C@@H]2[C@H](COC[C@H](O)CN2C(=O)c2ccccn2)O1	1.0
76	CCCNC(=O)[C@H]1[C@H](CO)[C@H]2Cn3c(ccc(/C=C/c4ccccc4)c3=O)[C@H]2N1CCC	9.4
77	CC(=O)N(C)C[C@H]1Oc2cc(Br)ccc2S(=O)(=O)N([C@@H](C)CO)C[C@H]1C	-1.7
78	C[C@H](CO)N1C[C@H](C)[C@@H](CN(C)C(=O)C2CCCCC2)OCCCC[C@H](C)Oc2ccc(NC(=O)CCCN(C)C)cc2C1=O	6.0
